DPM-DC inhibit – S. pneumoniae DPM-DC inhibition. purified DPM-DC, PK/LDH coupled NADH fluorescence. calls only at 10 µM. hit rate 0.49% among 65,000;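 active = the 320 compounds with the highest percent inhibition in the single-dose primary screen, excluding strongly autofluorescent ones, cut at about 32% in these data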;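 also: kinetic rate of NADH fluorescence loss reporting ADP formed by the decarboxylase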
LYP phosphatase – LYP phosphatase inhibitors, primary screen, biochemical, DiFMUP fluorescence, recombinant catalytic domain, 10 µM (AID 606). inhibition, % at 10 µM, or IC50 in µM where a hit was titrated. recombinant LYP catalytic domain, DiFMUP fluorescence; higher % means a stronger effect. 52,000 tested, under 10 active;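 active = IC50 under 40 µM in the dose-response test; inactive = IC50 of 40 µM or more, or never dose-tested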
KRASV12 cytotoxicity – cytotoxicity in KRAS-transformed pancreatic duct cells, primary screen, cell-based, fluorescence, HTS (AID 431). HPDE-C7K KRASV12 cells, Alamar Blue viability, 48 h; higher % means a stronger effect. cytotoxicity, % at 10 µM, or EC50 in µM where a hit was titrated. hit rate 1.7% among 63,000;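 active = compounds whose percent cytotoxicity in the single-dose primary screen, scaled between solvent and toxic-drug controls, exceeds 50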;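 also: 0% = DMSO solvent wells and 100% = doxorubicin-treated wells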
MK inhibit – blocks S. pneumoniae mevalonate kinase. purified MK, PK/LDH-coupled NADH absorbance 340 nm. inhibition, % at 10 µM. hit rate 0.48% among 65,000. AID 555;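 active = ranked among the strongest by inhibition in the single 10 µM screen, a fixed top-ranked set picked for dose follow-up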; also: no value below 0 was filed
HT1080 viability – HT1080 cell viability loss – fluorescence readout (AID 620); HT1080 viability, fluorescence; higher % means a stronger effect; cytotoxicity, % at 10 µM; hits with a dose series show EC50 in µM; hit rate 0.42% among 87,000;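 also: cells exposed to compound overnight then 4 h with Alamar Blue; 0% = vehicle DMSO and 100% = killing control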
HPDE-C7 cytotoxicity – cytotoxicity in HPDE-C7 cells, cell-based, fluorescence, HTS (AID 430); hit rate 1.8% among 63,000; cytotoxicity, % at 10 µM, or EC50 in µM where a hit was titrated; HPDE-C7 pancreatic duct cells viability, fluorescence; higher % means a stronger effect;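 also: cells exposed to compound for 48 hours before viability readout; 0% = vehicle and 100% = reference cytotoxic drug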
Alkaline phosphatase – human TNAP enzyme inhibitors, biochemical, luminescent (AID 518). purified TNAP enzyme, luminescent substrate readout; higher % means a stronger effect. one-dose inhibition, % at 20 µM; IC50 in µM for titrated hits. hit rate 0.09% among 64,000; in the data active = a potency from the dose series; inactive = the rest, 99 in 100 with inhibition below about 22%;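 also: plate controls were vehicle for no effect and reference inhibitor for full effect; many of its hits are not listed in these tables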
Bfl-1 displacement – Bfl-1 inhibitors, primary screen, biochemical, fluorescence polarization, FITC-Bid, mouse (AID 432) | FITC-Bid BH3 peptide fluorescence polarization displacement; higher % means a stronger effect | displacement, % at 20 µM, or IC50 in µM where a hit was titrated | hit rate 0.02% among 64,000; in the data active = a potency from the dose series; inactive = the rest, 99 in 100 with displacement below about 15%; also: strong numbers were not always called active
PMK inhibit – blocks S. pneumoniae phosphomevalonate kinase. purified PMK, PK/LDH-coupled NADH absorbance 340 nm. inhibition, % at 10 µM. hit rate 0.49% among 65,000;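 active = top-ranked compounds by inhibition in the single 10 µM screen, taking a fixed number of the strongest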;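 also: 0% = full reaction with DMSO carrier and 100% = background rate without enzyme reaction; no value below 0 was filed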
PMK inhibit pilot replicates – also measured in PMK inhibit; calls as there; inhibition, %; measured here: pilot screen replicates
MK inhibit pilot replicates – also measured in MK inhibit; calls as there; inhibition, %; measured here: pilot screen replicates
DPM-DC inhibit pilot screen % – also measured in DPM-DC inhibit; calls as there; inhibition, %; measured here: pilot screen trials
* marks the source's active call; other numbers are inactive results; i = inactive; . = no result given; + = active, no number. Rule as the data show it, unless noted: active = cytotoxicity above about 50%; inactive = the rest.

SMILES	DPM-DC inhibit	LYP phosphatase	KRASV12 cytotoxicity	MK inhibit	HT1080 viability	HPDE-C7 cytotoxicity	Alkaline phosphatase	Bfl-1 displacement	PMK inhibit	others
CCC(C)(C)n1nnnc1C(c1ccccc1OC)N1CCSCC1 (stereo not given)	i	6%	11%	5	-3%	-6%	5%	3%	3	PMK inhibit pilot replicates=1.5;MK inhibit pilot replicates=1.5;DPM-DC inhibit pilot screen %=0.0
O=c1[nH]c(N2CCN(c3ccccc3)CC2)nc2c1CCC2	i	19%	-14%	5	7%	-21%	1%	-25%	3
COc1ccc(-c2cc3nc(C)c(CCC(=O)NCc4ccco4)c(C)n3n2)c(OC)c1	i	8%	-14%	0	-8%	-16%	12%	1%	8	PMK inhibit pilot replicates=0.5;MK inhibit pilot replicates=5.0;DPM-DC inhibit pilot screen %=17
CC(NC(=O)NCc1cccnc1)(C(F)(F)F)C(F)(F)F	i	13%	8%	4	-7%	2%	16%	1%	5
CSc1nnc(Cn2c(=O)sc3ccccc32)n1C	i	.	7%	3	2%	5%	5%	-2%	4
COc1ccc(NS(=O)(=O)c2ccc(OCC(=O)N3CCCC3)cc2)cc1	i	11%	-5%	10	-3%	-18%	9%	-8%	4
Cc1ccccc1NC1C=CS(=O)(=O)C1 (stereo not given)	i	.	-5%	0	5%	3%	8%	-4%	20
CCC(CC)C(=O)NCCc1ccc(OC)c(OC)c1	i	16%	1%	8	.	-4%	11%	-10%	4
Cc1ccc(-c2cc(C(F)(F)F)c(C#N)c(SCCC#N)n2)o1	.	-1%	-1%	8	1%	-8%	6%	-3%	2
Cc1ccc(S(=O)(=O)Nc2nc3ccc(S(C)(=O)=O)cc3s2)cc1	i	-11%	3%	9	-14%	-2%	6%	-8%	14
CCOC(=O)c1c(NC(=O)CSc2nnnn2-c2ccc3c(c2)OCO3)sc(C)c1C	i	9%	14%	8	19%	17%	21%	-3%	11
CCOCCCNC(=O)c1c[nH]c2ccc(S(=O)(=O)Nc3cccc(OC)c3)cc2c1=O	i	7%	9%	2	13%	-3%	20%	-8%	10	PMK inhibit pilot replicates=2.0;MK inhibit pilot replicates=0.5;DPM-DC inhibit pilot screen %=3.5
CC1CCN(C(=O)COC(=O)c2cc3ccccc3cc2O)CC1	i	.	5%	0	0%	12%	-6%	-1%	0
COC(=O)c1ccc(COc2cc(O)c3c(c2)OC(C)(C)CC3=O)cc1	i	1%	-25%	1	4%	-29%	7%	-8%	3
CCOC(=O)N1CCC(Nc2c(OCC)c(=O)c2=O)CC1	i	2%	-10%	3	-5%	-7%	6%	-5%	5
COC(=O)c1cc(Cl)c(NS(=O)(=O)c2ccccc2)cc1OC	+	3%	38%	0	13%	27%	10%	-2%	11
CCN1CCN(c2ccc(NC(=O)c3cccnc3)cc2Cl)CC1	i	12%	5%	3	-11%	-9%	0%	-4%	11
Cc1cc(N2CCN(C/C=C/c3ccccc3)CC2)n2ncnc2n1	i	.	-12%	0	-6%	-6%	0%	2%	11
c1ccc(CN(Cc2ccco2)C(c2ccncc2)c2nnnn2C2CCCC2)cc1 (stereo not given)	i	.	4%	0	-2%	2%	8%	6%	20
Cc1ccc(C(=O)NCCN(C)C)c(C)c1	i	1%	-11%	5	0%	-2%	0%	0%	0
COC(=O)c1cc(NC2c3ccccc3C(=O)N2c2ccc(Cl)cn2)cc(C(=O)OC)c1 (stereo not given)	i	1%	10%	6	-3%	2%	8%	6%	8
CN(C(=O)c1ccccc1C(=O)c1ccccc1)C1CCS(=O)(=O)C1 (stereo not given)	i	-3%	9%	8	-5%	-1%	7%	-10%	15
COC1(OC)N=C(NC(=O)Nc2ccccc2)C2(C#N)C(c3ccccc3)C12C#N (stereo not given)	i	-5%	-25%	5	2%	-16%	4%	6%	3
CN(c1ccc(C(=O)NCc2ccco2)cc1)S(C)(=O)=O	i	.	-4%	10	-3%	1%	3%	-12%	5
COc1cccc(-c2nnc(SCc3cccnc3)o2)c1	i	5%	17%	0	14%	16%	15%	2%	17

Going on with the list:
SMILES	DPM-DC inhibit	LYP phosphatase	KRASV12 cytotoxicity	MK inhibit	HT1080 viability	HPDE-C7 cytotoxicity	Alkaline phosphatase	Bfl-1 displacement	PMK inhibit	others
Cc1cc2c(c(=O)n1Cc1ccccn1)C(c1ccc3c(c1)OCO3)C(C#N)=C(N)O2 (stereo not given)	i	9%	-11%	5	19%	-13%	12%	-1%	1
COc1ccc2[nH]c(=O)c(CN(CCCN(C)C)C(=O)Nc3ccccc3)cc2c1	i	-3%	-7%	8	-6%	-4%	8%	5%	11
COc1cc(NC(=O)C2CCC(CNc3c(N4CCCCC4)c(=O)c3=O)CC2)cc(OC)c1 (stereo not given)	i	5%	-4%	1	6%	2%	-2%	7%	2
CCCc1ccc(OCC(O)CN2CCN(c3ccccc3)CC2)cc1 (stereo not given)	i	.	11%	11	-3%	34%	7%	-4%	0
CC1(C)CC(=O)N(c2ccccc2)C1(C)O (stereo not given)	i	2%	-2%	5	-14%	3%	4%	-2%	1
C=CCn1c(SCC(=O)C(C)(C)C)nnc1-c1cccs1	i	13%	3%	5	9%	-6%	3%	-5%	17
O=C(C1CCN(S(=O)(=O)c2cccnc2)CC1)N1CCN(C2CCCC2)CC1	i	8%	-8%	8	.	-4%	10%	-2%	0
Cc1cc(S(=O)(=O)NCCCN2CCOCC2)ccc1F	i	0%	-4%	0	-3%	-14%	8%	3%	14
COC(=O)c1cn(C(=O)c2ccccc2F)nc1N	i	8%	-6%	0	-5%	-8%	5%	1%	9
Cc1noc(C)c1CSc1nc2ccccc2n1CCc1ccccc1	i	7%	4%	3	8%	4%	16%	1%	17
CCSc1nnc(C)c2ccccc12	i	10%	4%	3	-6%	0%	-6%	-2%	4
CCOC(=O)c1cc(C)n(S(=O)(=O)c2ccc(C)cc2)c1C	i	3%	32%	12	-3%	28%	5%	-5%	13
COc1ccc(OC)c(NC(=O)C2C3CCC(O3)C2C(=O)O)c1 (stereo not given)	i	7%	4%	0	10%	12%	2%	-6%	0
Cc1ccc(S(=O)(=O)C2(C(=O)Nc3ccc4c(c3)OCO4)CC2)cc1	i	0%	2%	19	4%	-9%	10%	8%	3
O=C(Oc1ccc(/C=N/O)cc1)c1ccccc1	i	17%	-1%	4	13%	4%	12%	-3%	1
CCn1c(-c2ccco2)n[nH]c1=S	i	14%	5%	4	-1%	5%	14%	1%	6
COC(=O)c1nnn(-c2nc(N3CCCCC3)nc(N3CCCCC3)n2)c1C	i	13%	-3%	0	-1%	-4%	8%	-7%	18
C=CCn1c(SCC(=O)Nc2c(C)nn(Cc3ccccc3)c2C)nnc1C(O)c1ccccc1 (stereo not given)	i	11%	-2%	5	-2%	9%	10%	-4%	4
Cc1ccc(/C(O)=C2/C(=O)C(=O)N(Cc3ccco3)C2c2cccs2)cc1 (stereo not given)	i	-2%	1%	36	10%	-2%	21%	-10%	9	PMK inhibit pilot replicates=0.0;MK inhibit pilot replicates=0.0;DPM-DC inhibit pilot screen %=1.0
CCN(CC)S(=O)(=O)c1ccc(C(=O)N2CCN=C2SCc2cccnc2)cc1	i	10%	12%	6	0%	-7%	16%	4%	12	PMK inhibit pilot replicates=1.5;MK inhibit pilot replicates=0.0;DPM-DC inhibit pilot screen %=0.0
CCCCn1c(SCC(=O)Nc2cc(C)[nH]n2)nc2ccsc2c1=O	i	-1%	-2%	8	6%	-1%	-3%	-2%	9
Cc1ccc(S(=O)(=O)NCCCN(C)C)cc1	i	.	-25%	0	-14%	-25%	15%	6%	18
COc1ccccc1Cn1c(CCCO)nc2ccccc21	i	-19%	.	9	2%	.	13%	-7%	10
CN1C(=O)c2ccccc2C(C(=O)NCCCN2CCCC2=O)C1c1c[nH]c2ccccc12 (stereo not given)	i	.	-10%	0	.	-10%	2%	0%	16
CCOCCCNC(=O)C1CCC(CNS(=O)(=O)c2ccc(F)cc2)CC1 (stereo not given)	i	.	-5%	9	4%	-16%	10%	-8%	0
Cc1ccc(-c2nnc3sc(CCc4ccccc4)nn23)cc1	i	6%	-1%	5	6%	-10%	10%	-10%	4
Cc1ccc(C(=O)N(Cc2nc(-c3ccc(C)cc3)no2)C(C)C)cc1	i	8%	1%	2	-9%	-2%	5%	-4%	13
Cc1nc(SCN2C(=O)c3ccccc3C2=O)n[nH]1	i	1%	-8%	15	-12%	-13%	5%	7%	5

In the list so far, 10 have an aryl thioether with sulfur outside any ring.
SMILES	DPM-DC inhibit	LYP phosphatase	KRASV12 cytotoxicity	MK inhibit	HT1080 viability	HPDE-C7 cytotoxicity	Alkaline phosphatase	Bfl-1 displacement	PMK inhibit	others
CSc1nnc(Cn2c(=O)sc3ccccc32)n1C	i	.	7%	3	2%	5%	5%	-2%	4
Cc1ccc(-c2cc(C(F)(F)F)c(C#N)c(SCCC#N)n2)o1	.	-1%	-1%	8	1%	-8%	6%	-3%	2
CCOC(=O)c1c(NC(=O)CSc2nnnn2-c2ccc3c(c2)OCO3)sc(C)c1C	i	9%	14%	8	19%	17%	21%	-3%	11
COc1cccc(-c2nnc(SCc3cccnc3)o2)c1	i	5%	17%	0	14%	16%	15%	2%	17
C=CCn1c(SCC(=O)C(C)(C)C)nnc1-c1cccs1	i	13%	3%	5	9%	-6%	3%	-5%	17
Cc1noc(C)c1CSc1nc2ccccc2n1CCc1ccccc1	i	7%	4%	3	8%	4%	16%	1%	17
CCSc1nnc(C)c2ccccc12	i	10%	4%	3	-6%	0%	-6%	-2%	4
C=CCn1c(SCC(=O)Nc2c(C)nn(Cc3ccccc3)c2C)nnc1C(O)c1ccccc1 (stereo not given)	i	11%	-2%	5	-2%	9%	10%	-4%	4
CCCCn1c(SCC(=O)Nc2cc(C)[nH]n2)nc2ccsc2c1=O	i	-1%	-2%	8	6%	-1%	-3%	-2%	9
Cc1nc(SCN2C(=O)c3ccccc3C2=O)n[nH]1	i	1%	-8%	15	-12%	-13%	5%	7%	5
